# Assay outcomes deposited in PubChem BioAssay by National Center for Advancing Translational Sciences (NCATS).
# Fluorescein autfl – qHTS Assay for Spectroscopic Profiling in Fluorescein Spectral Region. Compound autofluorescence, 480/540 nm, fluorescein-equivalent; active compounds read high. max fluorescein-equivalent concentration, M. hit rate 0.91% among 59,000. AID 593, 2007; in the data active = max fluorescein-equivalent concentration above about 10 nM; inconclusive = between about 1.1 nM and that limit
#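 Spectral profiling of library compounds in the fluorescein window (480 nm excitation, 540 nm emission) after 15 min at room temperature in pH 8.0 Tris (100 mM). Values are dye-equivalent concentrations.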
# FLuc inh – qHTS Assay for Inhibitors of Firefly Luciferase; purified firefly luciferase, luminescence, 8 min; Potency, µM (doses to about 57.1 µM), for the others: at the top dose activity change, negative = inhibition, hits mostly inhibitors; hit rate 2.2% among 72,000; note: potency is the fitted concentration of half-maximal effect; % is set by controls: 0 for no effect and ±100 for the full control effect; nearly all actives have a fitted effect of over 40% in size
#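 Compounds were tested as concentration series (qHTS) against purified P. pyralis luciferase with luciferin and 10 uM ATP in 50 mM imidazole pH 7.2, 50 mM KCl, 7 mM MgCl2, 0.01% Tween 20, 0.05% BSA. Luminescence was read after 8 min at ambient temperature.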
# ERK AVP inh – qHTS Assay for Inhibitors of the ERK Signaling Pathway using a Homogeneous Screening Assay. AID 995, 2007. hit rate 0.99% among 72,000. Potency, µM (series often up to 57.5 µM), inactives show top-dose activity, negative = inhibition, actives largely listed as inhibitors. HEK293-V1b, vasopressin-stimulated pERK AlphaScreen; note: potency is the fitted concentration of half-maximal effect; % is set by controls: 0 for no effect and ±100 for the full control effect; nearly all actives have a fitted effect of over 55% in size
#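 qHTS, compounds titrated on V1b-expressing HEK293 cells. Preincubation 30 min at 37C, vasopressin 25 nM for 5 min, lysis 10 min, bead incubation 5 hr at room temperature.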
# A350 fluor – qHTS Assay for Spectroscopic Profiling in A350 Spectral Region | Compound autofluorescence, 340/450 nm, Alexa 350 dye-equivalents; active compounds read high | max dye-equivalent concentration, M | hit rate 11% among 59,000; in the data active = max dye-equivalent concentration above about 10 nM; inconclusive = mostly about 1.1 nM to 9.6 nM
# Texas Red fluor – qHTS Assay for Spectroscopic Profiling in Texas Red Spectral Region | Compound fluorescence, Texas Red channel, 547/618 nm; active compounds read high | hit rate 0.06% among 59,000 | max dye-equivalent concentration, M; in the data active = max dye-equivalent concentration above about 10 nM; inconclusive = between about 1.1 nM and that limit
#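 Compound fluorescence was read after 15 min at room temperature in 100 mM Tris, pH 8.0, using 547 nm excitation and 618 nm emission across a concentration series. It was expressed as Texas Red dye-equivalent concentration from an on-plate standard curve.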
# Rhodamine fluor – qHTS Assay for Spectroscopic Profiling in Rhodamine Spectral Region; Rhodamine-region fluorescence, 547/598 nm, Tris buffer; active compounds read high; max dye-equivalent concentration, M; hit rate 0.05% among 59,000; AID 594, 2007; in the data active = max dye-equivalent concentration above about 11 nM; inconclusive = between about 1.1 nM and that limit
#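 Intrinsic compound fluorescence, ex 547 / em 598 nm, CCD imager. Tris 100 mM pH 8.0; 15 min RT. Output = rhodamine dye-equivalent concentration at each compound concentration.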
# Casp7 inh – qHTS Assay for Allosteric/Competitive Inhibitors of Caspase-7; P55210; recombinant caspase-7, Ac-DEVD-AFC fluorescence rate; Potency, µM (top dose mostly 57.5 µM), inactives show at the highest dose activity change, negative = inhibition, usual class: inhibitors; hit rate 0.02% among 75,000; active = well fitted inhibition curve with a large enough effect in the main read-out, with a control signal flat, not every such curve was filed as active; inconclusive = small, poorly fitted or top-dose-only effect, or a change in a side signal; note: potency is the fitted concentration of half-maximal effect; % of control where 0% means no effect
# Tau filament bind – qHTS Assay for Tau Filament Binding; Microtubule-associated protein tau (Homo sapiens), P10636; recombinant tau filaments, thioflavin S fluorescence, 15 h; filaments grown with octadecylsulfate alongside compound; Potency, µM (top dose mostly 57.1 µM), for inactives: at the top dose activity change, negative = inhibition; hit rate 2% among 71,000;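 note: potency is the fitted concentration of half-maximal effect; % is set by controls: 0 for no effect and ±100 for the full control effect; actives lower thioflavin S fluorescence by blocking filaments or displacing dye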
#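 His-tagged recombinant human tau (exons 2, 3, 10; 1 uM final) fibrillized with 30 uM sodium octadecylsulfate, 15 h at 37 C, in pH 7.4 HEPES buffer with 10 uM thioflavine S and 5 mM DTT. Reduced ThS fluorescence (450/510 nm) marks activity.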
# HEK293 cAMP ctrl – qHTS Assay for Agonists of the Thyroid Stimulating Hormone Receptor: Activators of Intracellular cAMP Concentrations in Parental HEK 293 | AID 938, 2007 | Potency, µM (top dose mostly 57.1 µM), inactives show at the top dose activation, hits mostly activators | hit rate 2.5% among 73,000 | parental HEK293 CNG cAMP sensor, membrane potential fluorescence; note: potency is the fitted concentration of half-maximal effect; % of control where 0% means no effect; nearly all actives have a fitted effect of over 55% in size
#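 Counterscreen for endogenous-receptor signalling: CNG-channel HEK 293 cells report cAMP rise by membrane depolarization. After 60 min dye equilibration with 100 uM RO 20-1724, compounds incubated 30 min before bottom-read fluorescence at 590 nm.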
# 4MU fluor – qHTS Assay for Spectroscopic Profiling in 4-MU Spectral Region; compound autofluorescence, 340/450 nm, 4-MU equivalents; active compounds read high; max dye-equivalent concentration, M; hit rate 11% among 59,000; in the data active = max dye-equivalent concentration above about 10 nM; inconclusive = mostly about 1.1 nM to 9.6 nM
#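 Compounds in 100 mM Tris, pH 8.0, sat 15 min at room temperature before fluorescence was read at 340 nm excitation/450 nm emission; a per-plate six-point 4-MU standard curve converted signals to dye-equivalent concentration at each compound concentration.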
# Casp1 inh – qHTS Assay for Allosteric/Competitive Inhibitors of Caspase-1; hit rate 0.03% among 75,000; Potency, µM (titrated, usually from 57.5 µM), for the others: at the top dose activity change, negative = inhibition, most hits filed as inhibitors; P29466; Caspase-1 enzyme, Ac-WEHD-AFC fluorogenic rate;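 note: potency is the fitted concentration of half-maximal effect; plate controls were vehicle for no effect and no substrate for full effect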
# Numbers without * were called inactive; i = inactive; u = inconclusive; x = not tested or not shown; [ ] = another dose, or the depositor's remark. Unless noted, calls come from the whole dose curve; as a rule, active = well fitted curve in the direction sought with a large enough effect; inconclusive = small, poorly fitted or top-dose-only effect, or another doubt; inactive = no such curve, though single readings can be large; an effect the other way counts as inactive or inconclusive. Only part of the results is shown; the hit share may differ from the screen's.
# Under each structure: Fluorescein autfl | FLuc inh | ERK AVP inh | A350 fluor | Texas Red fluor | Rhodamine fluor | Casp7 inh | Tau filament bind | HEK293 cAMP ctrl | 4MU fluor | Casp1 inh
- CCC[C@H]1C[C@H](C(=O)N[C@@H]([C@H]2O[C@@H](SC)[C@@H](O)[C@@H](O)[C@@H]2O)[C@H](C)Cl)N(C)C1
  u | 2%[25.5 µM] | 10%[25.7 µM] | u | i | i | -1%[25.7 µM] | 6%[25.6 µM] | -3%[25.6 µM] | u | -1%[25.7 µM]
- CCCn1c(CCc2ccccc2)nnc1SCC(=O)N1CCOCC1
  i | 2% | 10% | i | i | i | 1% | -2% | 4% | i | -3%
- CCC(C)[C@H](NC(=O)NCc1ccco1)C(=O)O (stereo not given in full)
  i | -5% | -25% | i | i | i | -1% | -3% | 0% | i | 0%
- O=c1c(CCc2ccccc2)nc2cnc(N3CCOCC3)nc2n1Cc1cccs1
  u | -1%[11.4 µM] | 0% | u | i | i | -12% | 40% | 12% | u | -6%
- COc1ccc2c(-c3cccnc3)cc(=O)[nH]c2c1
  i | 2% | -18% | u | i | i | 6% | 3% | -2% | i | 0%
- COc1ccc(OC)c(C2C(C#N)=C(N)Oc3cc(C)[nH]c(=O)c32)c1 (stereo not given)
  u | 3%[25.5 µM] | x | i | i | i | x | x | x | i | x
- Cc1ccc2[nH]c3c(c2c1)CCC3=O
  i | -2% | 6% | 9.6e-08M* | i | i | -1% | -4% | 5% | 4.6e-08M* | 2%
- O=C(O)[C@H]1CN[C@H](C(=O)O)C1
  x | 0% | 14% | x | x | x | -1% | 40µM* | 11% | x | -3%
- CC(=O)CCn1c(=O)n(CCC(C)=O)c(=O)n(CCC(C)=O)c1=O
  i | 1%[25.5 µM] | x | i | i | i | x | x | x | i | x
- Cc1nnc(SCCn2c(Br)nc3c2c(=O)[nH]c(=O)n3C)s1
  i | -1% | -10% | u | i | i | -3% | -7% | 0% | u | -2%
- O=C(NCc1ccccn1)C1CCN(S(=O)(=O)c2cnc[nH]2)CC1
  i | 0% | 19% | u | i | i | 1% | 0% | -1% | u | -3%
- COC(=O)C1=C(N)Oc2cc(C)n(CCCn3ccnc3)c(=O)c2C1c1cccc(Cl)c1 (stereo not given)
  i | 2% | -8% | i | i | i | 1% | -1% | 7% | i | -2%
- c1ccc(-c2nnc3sc(-c4cc5ccccc5o4)nn23)cc1
  i | 1% | -23% | u | i | i | -7% | i | u | u | -3%
- O=C(Nc1ccc2c(c1)OCCO2)C1CCCN1S(=O)(=O)c1ccc(Cl)cc1 (stereo not given)
  i | 4% | -24% | i | i | i | 0% | -1% | 7% | i | 0%
- NC(=O)CSc1nnc(-c2ccncc2)n1CCc1ccccc1
  i | 3% | -13% | i | i | i | 1% | -4% | 9% | i | 0%
- CC(=O)c1c(C)[nH]c(C(=O)OCC(=O)Nc2ncc(Cl)c(C)c2Cl)c1C
  u | 1% | 8% | i | i | i | -9% | -5% | -5% | i | 0%
- COc1cc2cc(CN(CCN3CCCC3)C(=O)Nc3ccc(F)cc3)c(=O)[nH]c2cc1OC
  u | 4% | 5% | 2.9e-07M* | i | i | -3%[0.00368 µM] | 13% | 1% | 2e-07M* | -11%
- Cc1ccc(Cn2nnc3c(=O)n(CC(=O)N4CCN(c5ccccc5)CC4)cnc32)cc1
  i | 0% | 4% | i | i | i | -1% | 2% | -11%[2.29 µM] | i | -1%
- CN1CCN(c2cc(-c3ccc(N(C)C)cc3)ncn2)CC1
  i | -2%[2.29 µM] | -5% | 1.9e-07M* | i | i | -9% | -4% | -10% | 1.7e-07M* | -6%
- COc1cccc(NC(=O)N2CCCC(C(=O)Nc3ccccc3OC)C2)c1 (stereo not given)
  u | -1% | 13% | i | i | i | 7% | 4% | 3% | i | 1%

# Taken from above:
# NC(=O)CSc1nnc(-c2ccncc2)n1CCc1ccccc1 in Tau filament bind: -4%
# O=C(NCc1ccccn1)C1CCN(S(=O)(=O)c2cnc[nH]2)CC1 in HEK293 cAMP ctrl: -1%
# c1ccc(-c2nnc3sc(-c4cc5ccccc5o4)nn23)cc1 in ERK AVP inh: -23%

# Following part.
# Under each structure: Fluorescein autfl | FLuc inh | ERK AVP inh | A350 fluor | Texas Red fluor | Rhodamine fluor | Casp7 inh | Tau filament bind | HEK293 cAMP ctrl | 4MU fluor | Casp1 inh
- O=C(OCC1COc2ccccc2O1)c1ccccc1F (stereo not given)
  u | -5% | 34%[activator] | i | i | i | -3% | -2% | 15% | i | -3%
- Cc1cccc(C)c1NC(=O)c1cc(S(=O)(=O)N2CCOCC2)ccc1F
  i | -7% | -9% | u | u | i | 0% | 6% | 12% | i | -1%
- COC(=O)c1ccc(NC(=O)CCn2c(=O)oc3ccccc32)cc1
  i | -2% | 3% | i | i | i | -2% | -11% | 3% | i | -2%
- COc1ccc(OCCN2CCN(C3CC(=O)N(CCC(C)C)C3=O)CC2)cc1 (stereo not given)
  i | 2% | -11% | i | i | i | 1% | -4% | u | i | 0%
- Cc1c(C#N)c2ncnc(-c3ccccc3)c2n1-c1ccccc1
  x | 0% | -23% | x | x | x | 1% | 17% | 1% | x | -1%
- CCC(=O)Nc1ccc(Br)c(Cl)c1
  i | -2% | -14% | i | i | i | 1% | -4% | -7% | i | -1%
- CCOC(=O)CSc1ccc2nnc(-c3ccccc3)n2n1
  x | -1% | x | x | x | x | 3% | -22% | 10% | x | 1%
- CCOC(=O)C(NC(=O)c1ccc(F)cc1)(Nc1nnc(C)s1)C(F)(F)F (stereo not given)
  i | 2% | -1% | i | i | i | 0% | 1% | 13% | i | 1%
- Cc1ccc(C(C)C)c(OCC(=O)Nc2ccc(N3CCN(S(C)(=O)=O)CC3)cc2)c1
  i | 0% | -18% | i | i | i | -1% | 2% | 5% | i | -2%
- Cc1ccc(C23CC4CC(CC(NC(=O)N5CCN(C)CC5)(C4)C2)C3)cc1
  u | -1% | -14% | i | i | i | 1% | 16µM* | 5% | i | 0%
- CC(C)CNc1nc(Oc2ccc(=O)n(-c3ccccc3)n2)nc(N2CCOCC2)n1
  u | 0% | -5% | i | i | i | -3% | -8% | 4% | i | 1%
- COc1ccc(OCc2nnc(SCC(=O)NCc3ccco3)o2)cc1
  i | 2% | -2% | i | u | i | 2% | -6% | 7% | i | 0%
- Cc1ccc(-c2nc(CS(=O)CC(=O)NCCC(C)C)c(C)o2)cc1 (stereo not given)
  x | -1% | -16% | x | x | x | 0% | 15% | 11% | x | -2%
- CC(C)(C)OC(=O)N[C@@H](Cc1ccccc1)c1nnc(S(=O)(=O)Cc2cccc(F)c2)o1
  i | -29% | 45%[activator] | i | i | i | -2% | -21% | 16% | i | -2%
- COC(=O)c1[nH]c2cccc(OC)c2c1NC(=O)CCN1CCN(c2cccc(Cl)c2)CC1
  i | 0% | u | u | u | i | -3% | 30% | -2% | 1.4e-08M* | -3%
- Cc1cccc(-c2nnc(SCC#N)n2-c2cccc(Cl)c2)c1
  i | 1% | -29% | i | i | i | 0% | 30% | u | i | -1%
- CC(C)Oc1ccc(NC(=O)Oc2ccccc2)cc1
  x | 13µM* | -10% | x | x | x | 2% | 1%[11.4 µM] | 7%[11.4 µM] | x | 0%
- CCC(C)O (stereo not given)
  x | x | 7% | x | x | x | 2% | -1% | -9% | x | -2%
- CN(C)c1ccc(C=Nc2ccccc2C(N)=O)cc1
  x | u | -16% | x | x | x | -1% | -3% | 13% | x | -2%
- O=C(OCC(=O)c1cccs1)C1=COCCO1
  u | -21% | 0% | i | u | i | -1% | 6% | -4% | i | 3%

# With a hit mark in Tau filament bind (from the list above):
smiles | Fluorescein autfl | FLuc inh | ERK AVP inh | A350 fluor | Texas Red fluor | Rhodamine fluor | Casp7 inh | Tau filament bind | 4MU fluor | Casp1 inh
O=C(O)[C@H]1CN[C@H](C(=O)O)C1 | x | 0% | 14% | x | x | x | -1% | 40µM* | x | -3%
Cc1ccc(C23CC4CC(CC(NC(=O)N5CCN(C)CC5)(C4)C2)C3)cc1 | u | -1% | -14% | i | i | i | 1% | 16µM* | i | 0%

# (cont.)
# Under each structure: Fluorescein autfl | FLuc inh | ERK AVP inh | A350 fluor | Texas Red fluor | Rhodamine fluor | Casp7 inh | Tau filament bind | HEK293 cAMP ctrl | 4MU fluor | Casp1 inh
- N#Cc1c(-c2ccccc2)nc(N2CCOCC2)[nH]c1=O
  u | -2% | 10% | i | u | i | -1% | -6% | 11% | i | 0%
- CCCc1nc(NC(C)=O)c(C#N)c(-c2ccco2)c1CC
  i | 2% | -27% | u | i | i | -2% | -1% | 18% | u | -2%
- COc1ccccc1CNc1ncncc1-c1ccccc1OC
  i | 1%[2.29 µM] | -11% | i | i | i | -2% | -4% | 10µM* | i | -1%
- O=C(NCCC1=CCCCC1)c1ccc(Cl)c(S(=O)(=O)N2CCOCC2)c1
  i | 0% | u | i | i | i | -1% | -12% | 29% | i | 1%
